# p53ts 32C kill = kills p53ts cells at the permissive temperature; Potency, µM (highest dose often 46.1 µM), inactives show at the top dose activity change, negative = cytotoxicity, hits mostly cytotoxic; H1299-p53A138V at 32C, ATP luminescence viability, 24 h; AID 924; actives 0.93% (n = 130,000);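 also: 0% = DMSO and -100% = full killing by reference compound; nearly all actives have a fitted effect of over 55% in size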
#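 ATP-content luminescence (ATPlite) read-out after 24 h compound exposure at 32C in H1299-p53A138V cells (600/well). Tested up to 46 uM. Normalized to DMSO (0%) and 100 uM tamoxifen (100% killing); Hill-fit AC50.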
# p53ts 39C kill = kills p53ts cells at the nonpermissive temperature. actives 1.5% (n = 130,000). H1299-p53A138V viability at 39C, ATP luminescence, 24 h. Potency, µM (top dose mostly 46.1 µM), for the others: top-dose activity change, negative = cell killing, usual class: cytotoxic. AID 902; also: nearly all actives have a fitted effect of over 55% in size
# Peg3 imprint = induces erasure of genomic imprints in mouse ES cells; mouse ES Peg3-LacZ reporter, beta-gal luminescence, 40 h; Potency, µM (highest dose often 60.7 µM), inactives show at the top dose activity change, positive = activation, actives largely listed as activators; actives 0.02% (n = 110,000);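 also: 0% = negative control wells on the plate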
#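 Readout: BetaGlo luminescence (5 min, room temp) for LacZ from the normally silent maternal Peg3 allele in female Peg3LacZ-Neo ES cells. Cells 300/well, 40 h, 37C, 5% CO2. Data normalized per plate to negative controls.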
# IkB sig inh = IkB pathway inhibition in ABC-DLBCL cells | ABC-DLBCL IkBa-CBG/CBR dual luciferase ratio, 4 h; response scale: scaled: untreated 0%, proteasome inhibitor 100% | actives 0.04% (n = 110,000) | Potency, µM (titrated, usually from 57.1 µM), for the others: top-dose IkBa stabilization activation; active = well fitted curve in the direction sought with a large enough effect in the signal ratio, not every such curve was filed as active; inconclusive = small, poorly fitted or top-dose-only effect, or a change in a side signal; the % refers to the signal ratio;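 also: the direction sought is a rising ratio; 0% = basal untreated cells and 100% = reference inhibitor full response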
#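 In this assay, an IκBα–CBG68 fusion accumulates when IKK-driven degradation is blocked; native CBR normalizes for cell number. OCI-Ly3 cells were treated 4 h with compound and doxycycline, then green and red light read after Chroma-Glo addition.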
# * hit, by the source's call; u = inconclusive; x = no result given; & = joins results of further samples; [ ] = dose if it differs, or a comment. Unless noted, calls follow the shape of the dose curve; as a rule, active = well fitted curve in the direction sought with a large enough effect; inconclusive = small, poorly fitted or top-dose-only effect, or another doubt; inactive = no such curve, though single readings can be large; an effect the other way counts as inactive or inconclusive. Unless noted, % is scaled to controls: 0 for no effect and ±100 for the full control effect; potency is read from the fitted curve at half-maximal effect.
Compound	IkB sig inh	Peg3 imprint	p53ts 39C kill	p53ts 32C kill
Cc1ccc2c(c1)NC(=O)C(CC(=O)NCCCN1CCN(c3cc(Cl)ccc3C)CC1)O2 (stereo not drawn)	u	-15%	-26%	-15%
Cc1cccc(-n2ncc3c(N4CCCC(C)C4)ncnc32)c1 (stereo not drawn)	u	-40%[inhibitor][10.9 µM]	2.5µM*	4µM*
CC1(C)NC(=O)N(c2ccccc2Cl)C1(C)NO (stereo not drawn)	2.6%	-8%	1%	4%
CNC(=O)C1CC(=O)N(c2ccc(C)cc2)C1 (stereo not drawn)	2.5%	-9%	4%	-23%
COc1ccccc1NC(=O)C1C2CCCCC21 (stereo not drawn)	-0.3%	-11%	-14%	2%
O=c1c(S(=O)(=O)c2ccc(Cl)cc2)cn(Cc2cccc(F)c2)c2ccc(F)cc12	x	x	10%	1%
Cc1ccc(C(=O)Nc2c(C(=O)NCc3ccco3)cnn2-c2ccccc2)cc1	2.1%	-10%	5%	1%
O=C(CNCC1CCCO1)Nc1ccccc1N1CCOCC1 (stereo not drawn)	0.8%	-9%	-5%	-14%
CC(Oc1ccc(Br)cc1)C(=O)N1CCc2ccccc21 (stereo not drawn)	0.2%	-1%	2%	-2%
Cc1ccc(-c2nnn(C(C)C(=O)N3c4ccccc4CCc4ccccc43)n2)cc1 (stereo not drawn)	x	x	-11%	-3%
CC(C)(C)OC(=O)N1CCNc2ccccc2C1	-2.0%	-14%	-8%	-17%
Cn1c(CNC(=O)c2ccccc2)nnc1SCC(=O)N1CCN(c2ccccc2)CC1	x	x	-3%	3%
CCOc1ccc(CNC(=O)CN2C(=O)CSc3c2c(C)nn3-c2ccccc2)cc1	3.1%	-12%[10.9 µM]	u	-10%
Cc1ccc(C(=O)Nc2nnc(S(=O)(=O)N3CCCc4ccccc43)s2)cc1	-0.2%	7%[10.9 µM]	-13%	-7%
Cc1cccc(-n2c(SCC(=O)N3CC(=O)Nc4ccccc43)nc3ccccc3c2=O)c1C	x	x	13%	32%[activator]
CCC(C)c1ccc(NC(=S)Nc2ccc(OC)c(OC)c2)cc1 (stereo not drawn)	x	x	-2%	-11%
COc1ccc(OC)c(S(=O)(=O)Nc2ccc(CC(=O)O)cc2)c1	1.1%	-4%	9%	-4%
O=C(O)c1sccc1S(=O)(=O)c1ccccc1	1.8%	1%	-2%	4%
COc1ccc2oc(-c3ccc(C)c(NC(=O)c4ccc5c(c4)OCCO5)c3)nc2c1	u	-6%[10.9 µM]	11%	-20%
COc1ccc(C(=O)N2CCC3(CCCN(CC(C)C)C3)CC2)cc1	1.2%[11.4 µM]	x	7%	-4%

# Continued:
Compound	IkB sig inh	Peg3 imprint	p53ts 39C kill	p53ts 32C kill
CCc1nnc(SC(CC)C(=O)NCCOC)c2cc3occc3n12 (stereo not drawn)	3.6%	-14%[10.9 µM]	u	u
COc1ccc(-c2nc(CNS(=O)(=O)c3ccccc3)cs2)cc1	0.2%	3%[10.9 µM]	-16%	-8%
COc1ccc(Nc2ncnc3ccccc23)c(OC)c1	x	x	5%	-15%
CC(C)(C)C1CCc2c(sc(NC(=O)Cn3nnc(-c4ccccc4Cl)n3)c2C#N)C1 (stereo not drawn)	-2.4%	-5%[10.9 µM]	25%	-1%
O=C(NCCc1ccccc1)c1noc2c1CCCCC2	u	-34%[inhibitor]	-13%	-11%
NC(=O)C1CCN(c2ncnc3c(-c4ccccc4)nsc23)CC1	-0.6%	28%	-9%	13%
Cc1nccn1CC(O)Cn1c2ccccc2c2ccccc21 (stereo not drawn)	x	x	24%	-2%
Cc1nc2nc(SCC(=O)N(Cc3ccccc3)C(C)C)nn2c(C)c1Cc1ccccc1Cl	3.2%	-7%[10.9 µM]	2%	7%
Cc1cc(C)nc(NC(=O)c2cccc(Cl)c2)n1	-0.6%	-53%[inhibitor]	12%	-1%
COC(=O)c1ccc(-n2c(CCC(=O)O)ccc2-c2ccc(C)cc2)cc1	u	5%[10.9 µM]	1%	6%
Cc1ccc2c(c1)CC(C)N2S(=O)(=O)c1nnc(NC(=O)c2ccccc2F)s1 (stereo not drawn)	-1.8%	12%[10.9 µM]	u	3%
COc1ccc(C(=O)c2c(N)c(-c3nc(-c4ccc(OC)cc4)cs3)c3ccccn23)cc1	-0.7%	-10%[10.9 µM]	-20%	-1%
COc1cc(NC(=O)Cc2ccc(Cl)cc2)ccc1NC(=O)c1ccco1	1.3%	-12%	-13%	2%
Cc1ccc(O)c(C(CC(=O)N2CCCC2)c2ccccc2)c1 (stereo not drawn)	4.2%	-17%	14%	10%
CCC/C(O)=C1\C(=O)CC(C)(C)CC1=Nc1ccccc1OC	u	-16%	7%	11%
CN1C(=O)C2(NCCc3c2[nH]c2ccccc32)c2ccccc21 (stereo not drawn)	1.4%	6%	-8%	0%
Cc1ccc(C(C(=O)NCc2ccco2)N(CC2CCCO2)C(=O)Cn2nnc3ccccc32)cc1 (stereo not drawn)	0.6%	5%	-2%	-1%
c1ccc(-n2ncc3c2ncn2cnnc32)cc1	4.1%	3%	6%	4%
CC(=O)OCC1OC(n2cnc3c(Cl)nc(Cl)nc32)C(OC(C)=O)C1OC(C)=O (stereo not drawn)	x	-27%	u	u
CCOC(=O)N1CCN(C(=O)c2ccc(NC(=O)c3ccc(C)cc3)cc2)CC1	-0.7%	-9%	21%	4%

# (next part)
Compound	IkB sig inh	Peg3 imprint	p53ts 39C kill	p53ts 32C kill
COc1cc2c(C(=O)Nc3ccc(C)cc3Br)cn(C)c(=O)c2cc1OC	u	1%[10.9 µM]	20%	-3%
O=C(C[N+]1(c2ccccc2)CCOCC1)c1ccccc1	0.0%[11.4 µM]	-8%[10.9 µM]	5%[9.22 µM]	2%[9.22 µM]
Cc1ccc(SCC(=O)N2CCCC2)cc1	0.8%	-14%	3%	-13%
CCOC(=O)C1=C(C)NC(C)=C(C(=O)OCC)C1c1nc2ccccc2[nH]1	-0.1%	0%	8%	3%
Cc1ccc(C(=O)Nc2ccc(-c3cn4cccnc4n3)cc2)cc1C	-1.3%	-12%[10.9 µM]	u	-14%
O=C(Cc1cccs1)Nc1nc(-c2ccccc2)cs1	u	-13%	-18%	-12%
CC(NC(=O)c1cc2sccc2n1Cc1ccc(F)cc1)c1ccccc1 (stereo not drawn)	-0.8%	-13%[10.9 µM]	u	-6%
O=C(Nc1ccc(C(=O)OCc2cc(=O)n3nc(C4CC4)sc3n2)cc1)c1cccc(F)c1	-1.2%	-10%[10.9 µM]	-19%	-1%
COc1ccc(S(=O)(=O)NCCc2sc(-c3cccc(C)c3)nc2C)cc1	u	12%[10.9 µM]	-21%	-1%
CCOc1ccccc1NC(=O)CSc1nc2c(c(=O)[nH]1)CCC2	1.1%	14%[10.9 µM]	-1%	7%
O=C(CCN1C(=O)C2C3C=CC(C3)C2C1=O)NCC1CCCO1 (stereo not drawn)	-0.7%	2%	-1%	-4%
Nc1nonc1/C(=N/O)N1CCCC1	0.0%	6%	10%	9%
C#CCCCC(=S)Nc1ccccc1	x	-9%	-3%	2%
CCC(=O)Oc1ccc2c(C)c(Cl)c(=O)oc2c1	-3.1%	-11%	6%	-5%
COc1ccc(OCCCSc2ncccn2)cc1	-2.1%	-5%	-15%	-18%
CCOC(=O)CNC(=O)C1CCCN(c2ncccn2)C1 (stereo not drawn)	-0.9%	8%	12%	-1%
O=S(=O)(NCCc1nnc2ccc(SCc3ccc(Cl)cc3Cl)nn12)c1ccccc1	-3.8%	-11%[10.9 µM]	-20%	24%
CC1=C(C)C(=O)C(N2CCOCC2)=CC1=O	x	x	u	-11%
CCc1ccc(CNC(=O)C2CCN(c3nnc(C)c4c(C)n(-c5ccc(C)cc5)nc34)CC2)cc1	u	-4%[10.9 µM]	u	u
CCc1nnc(NC(=O)Cn2nc(-c3ccccc3OC)ccc2=O)s1	-0.7%	-3%	0%	2%

# The list continues:
Compound	IkB sig inh	Peg3 imprint	p53ts 39C kill	p53ts 32C kill
COc1cccc(C(=O)Nc2cccc(-c3nnc(-c4ccccc4)o3)c2)c1	u	-23%	-8%	-6%
COc1ccc(N2C(=O)C3CCCN3C2c2ccccc2)cc1Cl (stereo not drawn)	-0.1%	-9%	-7%	-1%
N=c1ccn2c(n1)OC1C(O)C(CO)OC12 (stereo not drawn)	x	-26%&-9%	6%&-11%	-8%&-5%
O=C(Nc1ccccc1C(F)(F)F)c1ccc(F)c(S(=O)(=O)N2CCOCC2)c1	0.7%	-4%	-6%	0%
COc1ccc(-n2c(C)nc3c(cnn3-c3ccc(C)c(C)c3)c2=O)cc1Cl	u	-14%[10.9 µM]	-18%	-3%
Cc1ccc2onc(CC(=O)Nc3ccc(C(C)C)cc3)c2c1	u	-11%[10.9 µM]	-22%	11%
Cc1nn(C(C)C(=O)O)c2ccccc12 (stereo not drawn)	-1.2%	-7%	-5%	2%
CNC[C@@H](SC)c1ccc(O)c(O)c1	1.2%[11.4 µM]	-18%[10.9 µM]	-3%[9.22 µM]	1%[9.22 µM]
COc1ccc(-c2nc(SCC(=O)N3CCCCC3C)n[nH]2)cc1 (stereo not drawn)	u	-5%[10.9 µM]	-30%	-13%
CC1CCc2c(C(=O)NCC3CCCO3)csc2C1 (stereo not drawn)	-2.7%	-17%	-6%	-10%
Cc1ccccc1-c1noc(-c2ccccc2OCC(=O)Nc2cccc([N+](=O)[O-])c2)n1	u	-10%[10.9 µM]	-10%	11%
COc1ccc(N2CC(NC(=O)C(=O)c3c[nH]c4ccccc34)CC2=O)cc1 (stereo not drawn)	u	19%[10.9 µM]	0%	6%
CCOC(=O)Cn1c(=O)n(C2CCCCC2)c2nc(-c3cccc(OC)c3)nc(C(N)=O)c21	-1.1%	8%[10.9 µM]	0%	3%
Cc1ccccc1CSc1ccc(-c2cccs2)nn1	-0.8%	-13%[10.9 µM]	11µM*	u
CCCCc1nc2ccccc2c(NC(=O)CN2CCCC2)c1CCC	x	x	12%	4%
c1ccc2c(NCCN3CCOCC3)nc(-c3ccoc3)nc2c1	-2.2%[11.4 µM]	-11%	-11%	4%
CCOC(=O)c1nnc2cc(-c3ccc(Br)cc3)nn2c1C	-2.6%	x	2%	-11%
CC(C)CNS(=O)(=O)c1ccc(OCC(=O)NCC2CCCO2)c(Cl)c1 (stereo not drawn)	x	x	-5%	0%
CCCCC(=O)Nc1ccc(NC(=O)c2ccccc2OC)cn1	1.1%	1%	10%	1%
Clc1ccc(N2CCN(c3ncnc4c3cnn4-c3ccccc3)CC2)cc1Cl	u	7%[10.9 µM]	-4%	-7%

# New compounds follow
Compound	IkB sig inh	Peg3 imprint	p53ts 39C kill	p53ts 32C kill
Cc1ccc2[nH]c(=O)c(CN(Cc3cccnc3)C(=O)c3ccncc3)cc2c1	4.6%	-24%	3%	6%
CC(C(=O)NCc1ccc2c(c1)OCO2)N1c2cccc3cccc(c23)S1(=O)=O (stereo not drawn)	u	-18%	-20%	-7%
COc1cccc(-c2nc(CS(=O)(=O)CC(=O)NCCCOC(C)C)c(C)o2)c1	-1.4%	-10%	-3%	-11%
Cc1cc(C)c(NC(=O)CCN2C(=O)c3ccccc3Sc3ncccc32)c(C)c1	0.5%	2%[10.9 µM]	-4%	1%
Cc1cc(C)n(CCCNCC(O)c2ccccc2)n1 (stereo not drawn)	1.2%	3%	8%	-19%
COC(=O)c1ccc(N2CCOCC2)c(NC(=O)Nc2cccc(OC)c2)c1	7.5%	-15%	-14%	1%

# Grouped by structure: those above containing a thiophene ring, fused or not
Compound	IkB sig inh	Peg3 imprint	p53ts 39C kill	p53ts 32C kill
O=C(O)c1sccc1S(=O)(=O)c1ccccc1	1.8%	1%	-2%	4%
CC(C)(C)C1CCc2c(sc(NC(=O)Cn3nnc(-c4ccccc4Cl)n3)c2C#N)C1 (stereo not drawn)	-2.4%	-5%[10.9 µM]	25%	-1%
O=C(Cc1cccs1)Nc1nc(-c2ccccc2)cs1	u	-13%	-18%	-12%
CC(NC(=O)c1cc2sccc2n1Cc1ccc(F)cc1)c1ccccc1 (stereo not drawn)	-0.8%	-13%[10.9 µM]	u	-6%
CC1CCc2c(C(=O)NCC3CCCO3)csc2C1 (stereo not drawn)	-2.7%	-17%	-6%	-10%
Cc1ccccc1CSc1ccc(-c2cccs2)nn1	-0.8%	-13%[10.9 µM]	11µM*	u

# Screens as filed in PubChem.
